RGS4 inh = blocks human RGS4-accelerated GTP hydrolysis; P49798; Transcreener GDP fluorescence polarization, RGS4-accelerated GTP hydrolysis; Potency, µM (highest dose often 114 µM), for the others: top-dose activity change, negative = inhibition, actives largely listed as inhibitors; actives 0.039% (n = 390,000); AID 504845; further: on the % scale 0 is the no-effect control and ±100 the full control effect; nearly all actives have a fitted effect of over 75% in size; some results filed as inactive show a strong effect at the top dose
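MLSMR compounds (23 nl, pin-transferred) preincubated 10 min at room temperature with a 500nM (2x) first reagent, then RGS4 at 900nM (2x) plus Transcreener GDP mix added; fluorescence polarization (620/688 nm) read before and after 90 min at 30 °C.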
Vif-APOBEC3G blk = inhibitors of Vif-APOBEC3G interaction; Q9HC16; HeLa A3G-eYFP + Vif (tagged APOBEC3G with the HIV-1 protein that degrades it), YFP fluorescence, overnight; Potency, µM (highest dose often 46.1 µM), for inactives: top-dose activity, negative = active, most hits filed as inhibitors; actives 0.076% (n = 410,000);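 further: on the % scale 0 is the no-effect control and ±100 the full control effect; nearly all actives have a fitted effect of over 60% in size; hits raise eYFP signal because A3G escapes Vif-driven loss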
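Read-out is eYFP fluorescence (Ex 488/Em 500-530) from Vif-expressing HeLa A3G-eYFP cells; more signal means A3G escaped Vif-mediated degradation. Cells plated overnight, compound pinned in, incubated overnight at 37 deg C.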
rTrxR1 inhibitor = inhibitors of rat thioredoxin reductase 1; O89049; actives 1% (n = 390,000); recombinant rTrxR1, NADPH fluorescence consumption, selenite substrate; Potency, µM (highest dose often 114 µM), inactives show top-dose activity change, negative = inhibition, usual class: inhibitors; further: on the % scale 0 is the no-effect control and ±100 the full control effect; nearly all actives have a fitted effect of over 65% in size
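Rat TrxR1 (90 nM in the dispensed reagent) was pre-reduced with 400 uM NADPH for 5 min at room temperature, then incubated with compound for 15 min. After 400 uM selenite was added, NADPH fluorescence (Ex 340/Em 450 nm) was followed for 8 min.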
Vif-APOBEC3F blk = inhibitors of Vif-A3F interaction. HeLa A3F-eYFP + Vif (tagged APOBEC3F with the HIV-1 protein that degrades it), YFP fluorescence increase. Potency, µM (highest dose often 46.1 µM), for inactives: at the highest dose activity, negative = active. actives 0.2% (n = 390,000). AID 602313; further: % of control where 0% means no effect; nearly all actives have a fitted effect of over 65% in size
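HeLa cells stably expressing Vif plus C-terminally eYFP-tagged A3F were seeded, incubated overnight at 37 deg C, dosed with compound, incubated overnight again at 37 deg C. Yellow fluorescence (Ex 488/Em 500-530) reported blocked Vif-mediated A3F-eYFP degradation.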
RXFP1 agonist = activates the human relaxin receptor RXFP1. Q9HBX9. HEK293T-RXFP1 cAMP TR-FRET, 30 min; response scale: percent of porcine relaxin response, buffer zero. Potency, µM (titrated, usually from 57.5 µM), inactives show at the top dose activation, actives largely listed as activators. actives 0.3% (n = 370,000). AID 2676; further: on the % scale 0 is the no-effect control and ±100 the full control effect; nearly all actives have a fitted effect of over 60% in size; many of its hits are not listed in these tables
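HEK293 cells stably expressing RXFP1, treated 30 min at 37C with compounds plus PDE4 inhibitor Ro 20174; cAMP measured by HTRF TR-FRET. Normalized to buffer and 29 nM porcine relaxin; EC50 by Hill fit.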
USP1 inh = inhibitors of human USP1/UAF1 deubiquitinase; O94782; recombinant USP1/UAF1, Ub-Rhodamine cleavage fluorescence; Potency, µM (series often up to 57.1 µM), inactives show at the highest dose activity change, negative = inhibition, hits mostly inhibitors; actives 0.23% (n = 390,000); AID 743255; further: on the % scale 0 is the no-effect control and ±100 the full control effect; nearly all actives have a fitted effect of over 60% in size; inactives centre near -12
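In this screen, compounds sit with the deubiquitinase complex (1nM) for 15 min at room temperature before Ub-Rho is added at 150nM final. Fluorescence rise is then followed for 6 reads every 60 seconds.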
TrxR1 substrate = substrates of rat thioredoxin reductase 1. O89049. actives 0.01% (n = 390,000). purified TrxR1 substrate turnover, NADPH consumption readout. Potency, µM (series often up to 114 µM), without a hit: at the highest dose activity change, negative = substrate turnover. AID 588456; further: on the % scale 0 is the no-effect control and ±100 the full control effect; nearly all actives have a fitted effect of over 50% in size
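Rat TrxR1, dispensed at 90 nM, was prereduced with 400 uM NADPH (final) for 5 min at ~22 deg C, then incubated with compound 15 min before 400 uM selenite. A first-read NADPH fluorescence drop versus no-compound background flagged substrates.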
12-LOX inh = ALOX12 (human) lipoxygenase inhibition. AID 1671190. purified 12hLO, xylenol orange hydroperoxide absorbance. actives 1.1% (n = 580,000). P18054. Potency, µM (titrated, usually from 108 µM), for the others: top-dose activity change, negative = inhibition, usual class: inhibitors; further: on the % scale 0 is the no-effect control and ±100 the full control effect
Target sequence (P18054 whole entry, looked up): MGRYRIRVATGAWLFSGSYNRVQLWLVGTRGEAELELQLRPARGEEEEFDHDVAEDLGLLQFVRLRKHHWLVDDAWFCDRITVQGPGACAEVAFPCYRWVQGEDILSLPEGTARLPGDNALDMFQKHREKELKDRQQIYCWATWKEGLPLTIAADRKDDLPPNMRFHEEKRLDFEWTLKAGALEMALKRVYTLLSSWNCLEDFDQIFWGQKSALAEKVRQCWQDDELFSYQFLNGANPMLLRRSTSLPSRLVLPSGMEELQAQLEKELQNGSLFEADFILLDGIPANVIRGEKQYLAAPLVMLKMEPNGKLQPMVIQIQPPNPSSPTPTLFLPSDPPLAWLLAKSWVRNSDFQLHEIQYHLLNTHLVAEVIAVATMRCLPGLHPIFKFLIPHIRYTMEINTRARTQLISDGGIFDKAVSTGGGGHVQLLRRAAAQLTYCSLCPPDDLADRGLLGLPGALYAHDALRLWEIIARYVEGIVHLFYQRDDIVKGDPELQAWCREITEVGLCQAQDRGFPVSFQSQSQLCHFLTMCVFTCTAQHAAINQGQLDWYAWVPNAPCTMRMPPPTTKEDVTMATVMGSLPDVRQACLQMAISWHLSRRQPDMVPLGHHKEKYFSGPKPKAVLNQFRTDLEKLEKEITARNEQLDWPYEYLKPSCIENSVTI
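Purified human 12hLO at 150 nM in 25 mM Hepes, 0.01% Triton X-100, pH 7.0, preincubated 15 min at room temperature with compound. Reaction started with 40 uM arachidonic acid, 30 min at room temperature. Hydroperoxide measured by Fe-xylenol orange, 573/405 nm absorbance ratio.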
mIDH1 inhibitor = inhibitors of human mutant IDH1 R132H. IDH1-R132H enzyme, NADPH consumption, diaphorase/resazurin fluorescence. actives 0.093% (n = 390,000). AID 602179. Potency, µM (top dose mostly 76.6 µM), inactives show at the highest dose activity change, negative = inhibition, actives largely listed as inhibitors; further: on the % scale 0 is the no-effect control and ±100 the full control effect; nearly all actives have a fitted effect of over 65% in size
Target sequence (O75874 whole entry R132H, stated change not applied): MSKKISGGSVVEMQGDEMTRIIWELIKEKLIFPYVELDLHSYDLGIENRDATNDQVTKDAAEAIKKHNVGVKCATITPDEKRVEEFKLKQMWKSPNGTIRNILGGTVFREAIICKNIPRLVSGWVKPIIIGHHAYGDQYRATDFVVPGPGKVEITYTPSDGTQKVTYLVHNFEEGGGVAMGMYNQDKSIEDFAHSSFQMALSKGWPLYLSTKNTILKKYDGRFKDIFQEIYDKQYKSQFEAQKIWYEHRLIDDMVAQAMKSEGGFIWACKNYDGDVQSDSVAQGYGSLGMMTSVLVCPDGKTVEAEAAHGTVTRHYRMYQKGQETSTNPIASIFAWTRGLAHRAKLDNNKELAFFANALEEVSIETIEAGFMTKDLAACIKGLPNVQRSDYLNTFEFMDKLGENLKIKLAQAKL
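IDH1-R132H (0.5 ug/mL) preincubated 30 min with compound, then NADPH (0.016 mM) and alpha-KG (2 mM) added; 80 min at RT, pH 7.5. Remaining NADPH coupled via diaphorase/resazurin to fluorescence (540/590 nm); concentration-response curves normalized to no-enzyme control.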
* marks the source's active call; other numbers are inactive results; i = inactive; ? = inconclusive; nt = no result given; [ ] = another dose, or the depositor's remark. The call rests on the fitted dose curve; in most records, active means well fitted curve in the direction sought with a large enough effect; inconclusive means small, poorly fitted or top-dose-only effect, or another doubt; inactive means no such curve, though single readings can be large; an effect the other way counts as inactive or inconclusive. Potency means the concentration at half of the fitted maximal effect.

SMILES	RGS4 inh	Vif-APOBEC3G blk	rTrxR1 inhibitor	Vif-APOBEC3F blk	RXFP1 agonist	USP1 inh	TrxR1 substrate	12-LOX inh	mIDH1 inhibitor
Cc1cnc(C(=O)Nc2ccc(-n3cnnn3)cc2)cn1	27%	1%	21%[57.1 µM]	0%	1.5%	-7%	10%[57.1 µM]	0%	-1%
CCOc1ccc(/C=C(\C#N)C(=O)c2c(C)[nH]c3ccccc23)cc1OC	-29%	-2%	-14%[57.1 µM]	-3%	2.1%	-20%	-2%[57.1 µM]	-22%	6%
O=C(Nc1ccccc1)c1ccccc1Oc1ccc(C(F)(F)F)cc1[N+](=O)[O-]	13%	-7%	8%[57.1 µM]	1%	-0.5%	2%	-16%	-23%	-1%
CCN(CC)C(=O)COC(=O)c1ccc(O)cc1	37%	0%	10%[57.1 µM]	-13%	0.8%	-3%	4%[57.1 µM]	-14%	6%
CCCN1CCC(=NNc2ccc(S(=O)(=O)N(CC)CC)cc2[N+](=O)[O-])CC1	-20%	?	16%[57.1 µM]	?	1.1%	-6%	1%[57.1 µM]	?	-1%
CCOc1ccc(Nc2nc(CC(=O)OC)cc(=O)[nH]2)cc1	-16%	1%	3%	2%	0.2%	0%	-1%	-9%	8%
Cc1cccc(OCCNC(=O)CCc2ccccc2)c1	-17%	-1%	27%	-12%	nt	-25%	7%	52%[activator]	4%
Nc1c(C(=O)Nc2ccc(F)cc2)sc2nc(-c3ccco3)ccc12	-26%	?	?	-15%	19%	-10%	8%[57.1 µM]	?	9%
Cc1cc(NC(=O)N2CC=C(c3c[nH]c4ccccc34)CC2)ccc1Br	18%	?	5%	22µM*	3.7%	?	-4%	?	-6%
O=C(O)C1CC1C(=O)Nc1cc(F)ccc1F (stereo not given)	-8%	1%	-13%	3%	0.5%	-16%	-6%	3%	-9%

Some of the entries above in a different format:
compound | RGS4 inh | Vif-APOBEC3G blk | rTrxR1 inhibitor | Vif-APOBEC3F blk | RXFP1 agonist | USP1 inh | TrxR1 substrate | 12-LOX inh | mIDH1 inhibitor
CCOc1ccc(/C=C(\C#N)C(=O)c2c(C)[nH]c3ccccc23)cc1OC | -29% | -2% | -14%[57.1 µM] | -3% | 2.1% | -20% | -2%[57.1 µM] | -22% | 6%
O=C(Nc1ccccc1)c1ccccc1Oc1ccc(C(F)(F)F)cc1[N+](=O)[O-] | 13% | -7% | 8%[57.1 µM] | 1% | -0.5% | 2% | -16% | -23% | -1%
CCN(CC)C(=O)COC(=O)c1ccc(O)cc1 | 37% | 0% | 10%[57.1 µM] | -13% | 0.8% | -3% | 4%[57.1 µM] | -14% | 6%
CCCN1CCC(=NNc2ccc(S(=O)(=O)N(CC)CC)cc2[N+](=O)[O-])CC1 | -20% | ? | 16%[57.1 µM] | ? | 1.1% | -6% | 1%[57.1 µM] | ? | -1%
CCOc1ccc(Nc2nc(CC(=O)OC)cc(=O)[nH]2)cc1 | -16% | 1% | 3% | 2% | 0.2% | 0% | -1% | -9% | 8%
Cc1cccc(OCCNC(=O)CCc2ccccc2)c1 | -17% | -1% | 27% | -12% | nt | -25% | 7% | 52%[activator] | 4%
Nc1c(C(=O)Nc2ccc(F)cc2)sc2nc(-c3ccco3)ccc12 | -26% | ? | ? | -15% | 19% | -10% | 8%[57.1 µM] | ? | 9%
Cc1cc(NC(=O)N2CC=C(c3c[nH]c4ccccc34)CC2)ccc1Br | 18% | ? | 5% | 22µM* | 3.7% | ? | -4% | ? | -6%
O=C(O)C1CC1C(=O)Nc1cc(F)ccc1F (stereo not given) | -8% | 1% | -13% | 3% | 0.5% | -16% | -6% | 3% | -9%

The listing picks up, starting 2 compounds before the break.
SMILES	RGS4 inh	Vif-APOBEC3G blk	rTrxR1 inhibitor	Vif-APOBEC3F blk	RXFP1 agonist	USP1 inh	TrxR1 substrate	12-LOX inh	mIDH1 inhibitor
Cc1cc(NC(=O)N2CC=C(c3c[nH]c4ccccc34)CC2)ccc1Br	18%	?	5%	22µM*	3.7%	?	-4%	?	-6%
O=C(O)C1CC1C(=O)Nc1cc(F)ccc1F (stereo not given)	-8%	1%	-13%	3%	0.5%	-16%	-6%	3%	-9%
Cc1ccccc1-n1nc(CO)c(C(=O)NCCc2ccccc2)n1	-2%	1%	22%	-6%	-1.5%	-26%	3%	-1%	9%
COc1cccc(CN2CC(C(=O)NC3CCC(O)CC3)CCC2=O)c1 (stereo not given)	12%	1%	-11%	7%	0.1%	2%	-10%	0%	0%
CCOc1ccc(NC(=O)CCC(=O)NNC(=O)COc2ccccc2C)cc1	-27%	-4%	34%[57.1 µM]	8%	-4.6%	-3%	-18%[57.1 µM]	27%	15%
CN1CCN(C(=O)c2cnn(-c3ccc(F)cc3F)c2C2CCN(C(=O)OC(C)(C)C)CC2)CC1	19%	2%	3%	0%	-2.2%	?	-3%	-3%	-20%
Cc1ccc(NC(=O)c2ncn(CCCNCC3CCCCC3)n2)cc1C	nt	1%	nt	-12%	nt	-19%	nt	-40%	-1%
O=C(Nc1ccccc1)Nc1cc(S(=O)(=O)N2CCOCC2)ccc1N1CCCC1	-34%	-2%	-11%	2%	0.6%	-22%	-11%	?	1%
CCC(c1ccccc1)c1noc(CCN(CC)CC)n1 (stereo not given)	nt	-4%	nt	-6%	nt	-3%	nt	-14%	8%
CCN1CCN(C(=O)CS(=O)Cc2nc(-c3cccc(C)c3)oc2C)CC1 (stereo not given)	9%[11.4 µM]	-5%	?	-7%	-2.6%	-20%	12%	-20%	3%
Cc1cc(C)nc(/N=C(\N)Nc2cc([N+](=O)[O-])ccc2C)n1	18%	0%	11%[57.1 µM]	0%	1.2%	0%	2%[57.1 µM]	-22%	2%
COC(=O)CCC(C(=O)CN1C(=O)c2ccccc2C1=O)N1C(=O)c2ccccc2C1=O (stereo not given)	-40%	2%	3%	2%	nt	-7%	15%	-29%	4%
O=C(O)CCCn1cc(NC(=O)c2cccc(F)c2)cn1	-5%	3%	14%	5%	-1.4%	-16%	-5%[57.1 µM]	-8%	4%
CC(C)CNC(=O)CSc1nnc(-c2ccccn2)n1Cc1ccccc1	5%	1%	10%	-1%	0.5%	-11%	7%	0%	3%
CCOC(=O)c1cnc(COc2ccccc2Cl)[nH]c1=O	-17%	0%	19%[57.1 µM]	7%	-2.6%	-1%	5%[57.1 µM]	i	9%
CCNC(=S)Nc1ccccc1-c1ccccc1	-26%	7%	5%	-8%	7.0%	-21%	4%	5%	-2%
COn1c(C)c(C(C)=O)c2c3no[n+]([O-])c3ccc21	18%	2%	6%[57.1 µM]	-1%	0.5%	-7%	-5%	0%	-1%
CCC1(c2ccccc2)SC(=O)NC1=O (stereo not given)	-7%	-1%	6%	0%	nt	-1%	4%	7%	-1%
Fc1ccc(CCNC(=S)Nc2ccc(F)c(Cl)c2)cc1	6%	2%	5%[57.1 µM]	-13%	1.0%	-7%	8%[57.1 µM]	?	5%
NC(=O)c1ccc(OCC(=O)N2CCNC2=O)cc1	1%	0%	14%	2%	nt	-7%	5%	-22%	0%
Cn1cc([N+](=O)[O-])c(C(=O)Nc2nc(-c3ccc(Cl)cc3)cs2)n1	-2%	?	17%[57.1 µM]	3%	2.0%	-18%	1%[57.1 µM]	0%	9%
CC1CCN(S(=O)(=O)c2ccc(C(=O)NCc3ccc4c(c3)OCO4)cc2)CC1	27%	1%	4%	-3%	2.2%	1%	-4%	16%	8%
CCOC(=O)c1c(C)n(C)c2ccc(O)c(CN3CCC(C)CC3)c12	-6%	1%	-21%[57.1 µM]	5%	0.0%	6%	8%[57.1 µM]	nt	0%
COc1cc2c(cc1OC)C(CC(=O)O)N(C(=O)CC1CCCC1)CC2 (stereo not given)	10%	2%	?	-3%	-0.1%	-21%	14%	-3%	0%
CCc1cccc(C)c1NC(=O)C(CC)n1nc(C)c2c(C)n(-c3ccccc3)nc2c1=O (stereo not given)	7%	-4%	38%[activator]	-2%	1.2%	4%	4%	-24%	0%
O=C(NCc1csc(-c2cccs2)n1)c1ccccc1	26%	-1%	1%	9%	1.8%	2%	3%	41%[activator]	-3%
CCOC(=O)CNC(=O)/C(=C\c1ccc(F)cc1)NC(=O)c1ccccc1	-25%	0%	-8%	1%	-0.7%	0%	-10%	-15%	-3%
COc1ccc(Nc2ncnc3c2cnn3-c2cccc(C)c2)cc1OC	-20%	1%	-7%	-12%	1.1%	-25%	9%	-11%	8%
COc1ccc(OC)c(NC(=O)C2CCN(c3nc(C)cc(C)n3)CC2)c1	-26%	3%	19%	-1%	8.1%	-25%	12%	-1%	4%
NC(=O)C1(N2CCCCC2)CCN(C(=O)CSc2nc(C(F)(F)F)cc(=O)[nH]2)CC1	-16%	3%	-17%	3%	0.1%	4%	-10%	-9%	1%
COc1cc(/C=C2\SC(=O)N(Cc3ccc(Cl)cc3)C2=O)cc([N+](=O)[O-])c1O	?	3%	-44%	-6%	-2.2%	?	-14%	-102%	13%
COc1ccc(-n2c(Cn3nnc4ccccc43)n[nH]c2=S)cc1	-31%	0%	-19%	3%	2.2%	-16%	2%	-3%	-2%
COc1cc(NC(=O)c2ccc(Br)cc2)c(OC)cc1NC(=O)c1ccccc1	15%	-3%	29%	-11%	5.3%	-10%	39%[activator]	?	-6%

Screens: PubChem, National Center for Advancing Translational Sciences (NCATS)

These rows are one share of the data; rates above refer to the full screens.
